HttQ103 aggreg – inhibitors of mutant huntingtin aggregate formation in PC12 cells; AID 1688; PC12 HttQ103-GFP aggregates, Acumen cytometry, 40 h; 220,000 compounds, 1.1% hits; Potency, µM (highest dose often 46.1 µM), for the others: at the highest dose activity change, negative = inhibition, hits mostly inhibitors; note: % is set by controls: 0 for no effect and ±100 for the full control effect; nearly all actives have a fitted effect of over 60% in size
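Steps: seed 1500 PC12 HTTQ103-GFP cells/well; add tebufenozide, 100 nM final; add compound titration; add ATPLite reagent; quantify GFP aggregates by laser scanning cytometry.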
HTT ATP protect – Huntington cell model cytoprotection by ATP luminescence; PC12 HTT-Q103 induced, cytoprotection, ATP luminescence, 40 h; Potency, µM (top dose mostly 56.4 µM), for the others: cytoprotection (ATP increase), usual class: activators; 230,000 compounds, 0.14% hits; AID 1471;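 note: % of control where 0% means no effect; nearly all actives have a fitted effect of over 45% in size; toxic huntingtin expression switched on by the ecdysone agonist tebufenozide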
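PC12 cells stably carrying ecdysone-inducible Htt exon 1 (Q103)–GFP were induced with 100 nM tebufenozide (final) alongside library compounds in a dose series. Cytoprotection was scored as retained ATP by ATPlite luminescence.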
IMPase Li inh – cell-permeable IMPase inhibitors with lithium potentiation | CHO-M1 cells, IP1 TR-FRET (IP-One), carbachol + lithium | Potency, µM (highest dose often 59.4 µM), for the others: top-dose activity, negative = IMPase inhibition, hits mostly inhibitors | 210,000 compounds, 0.35% hits | AID 1457;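 note: IP1 builds up when IMPase is blocked and the TR-FRET signal falls; plate controls were basal vehicle for no effect and high inhibitor control for full effect; nearly all actives have a fitted effect of over 50% in size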
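Steps: plate 2000 CHO-M1 cells per well and culture 16–30 h; add compound and lithium; incubate 30 min, 37C; add d2-IP1 tracer and Eu cryptate anti-IP1 antibody in lysis buffer; read after 10 min at room temperature.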
GAA glycogen mod – GAA glycogen-cleavage inhibition or activation; AID 2100; P10253; 300,000 compounds, 0.38% hits; recombinant GAA, glycogen substrate, Amplex Red glucose oxidase fluorescence; Potency, µM (doses to about 76.4 µM), inactives show top-dose activity change, negative = inhibition, usual class: inhibitors;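 note: 0% = full enzyme reaction and -100% = no-enzyme basal signal; the screen sought inhibitors and activators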
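qHTS, 1536-well; enzyme 4 nM final; cpd up to 77 uM; substrate bovine liver glycogen 30 ug; 50 mM citrate/phosphate pH 5.0, 0.01% Tween-20; 37 C, 40 min; Amplex Red detection 45 min RT; Hill fit → AC50.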
GAA inhib – inhibitors of human lysosomal alpha-glucosidase | Potency, µM (titrated, usually from 76.9 µM), for the others: at the highest dose activity change, negative = inhibition, actives largely listed as inhibitors | 200,000 compounds, 0.005% hits | P10253 | purified human GAA, 4-MU-alpha-glucoside fluorescence | AID 1466;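 note: plate controls were uninhibited enzyme wells for no effect and no-enzyme background for full effect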
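Fluorogenic assay: 4 nM human alpha-glucosidase with 400 uM 4-methylumbelliferyl-alpha-D-pyranoside in 50 mM citrate/phosphate, 0.005% Tween-20, pH 5.0, 20 min at room temperature. Compounds tested up to 77 uM; AC50 from Hill fits.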
aGlu spleen mod – inhibitors or activators of human alpha-glucosidase in spleen homogenate. P10253. human spleen homogenate, 4-MU-alpha-glucoside fluorescence. Potency, µM (doses to about 79.9 µM), for inactives: at the highest dose activity change, negative = inhibition, actives largely listed as inhibitors. 240,000 compounds, 0.006% hits;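 note: 0% = enzyme with vehicle and -100% = no enzyme basal signal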
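AC50 values come from Hill-equation fits of concentration-response data, normalized to no-enzyme and full-activity controls. Enzyme source: 1 ug human spleen homogenate; 1 mM fluorogenic 4-MU glucoside, pH 5.0 citrate buffer, 37 C, 40 min.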
RGS12 GoLoco inh – blocks human Gai1 binding to RGS12 GoLoco peptide, red readout | P63096 | Gai1:RGS12 GoLoco peptide FP, rhodamine, 10 min | Potency, µM (top dose mostly 61.6 µM), for inactives: at the highest dose activity, negative = inhibition, actives largely listed as inhibitors | 230,000 compounds, 0.44% hits | AID 880; active = well fitted inhibition curve with a large enough effect, not every such curve was filed as active; inactive = no such curve, though single readings can be large or run the other way; note: % is set by controls: 0 for no effect and ±100 for the full control effect; nearly all actives have a fitted effect of over 30% in size; many of its hits are not listed in these tables
Target sequence (P63096 whole entry, looked up): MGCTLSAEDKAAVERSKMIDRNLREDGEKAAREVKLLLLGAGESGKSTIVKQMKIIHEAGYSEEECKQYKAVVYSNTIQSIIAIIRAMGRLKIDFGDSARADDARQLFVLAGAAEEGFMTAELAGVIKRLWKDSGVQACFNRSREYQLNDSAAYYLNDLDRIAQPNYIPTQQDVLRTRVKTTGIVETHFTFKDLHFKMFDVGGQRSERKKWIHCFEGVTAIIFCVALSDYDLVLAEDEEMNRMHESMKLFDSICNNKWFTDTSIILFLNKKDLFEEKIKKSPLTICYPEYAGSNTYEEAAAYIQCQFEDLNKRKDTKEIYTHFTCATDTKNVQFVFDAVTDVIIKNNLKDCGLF
* = called active by the depositor; ? = inconclusive; · = not tested or not shown; & = joins results of further samples; [ ] = another dose, or the depositor's remark. Unless noted, calls come from the whole dose curve; as a rule, active = well fitted curve in the direction sought with a large enough effect; inconclusive = small, poorly fitted or top-dose-only effect, or another doubt; inactive = no such curve, though single readings can be large; an effect the other way counts as inactive or inconclusive. Potency is the fitted concentration of half-maximal effect.

SMILES	HttQ103 aggreg	HTT ATP protect	IMPase Li inh	GAA glycogen mod	GAA inhib	aGlu spleen mod	RGS12 GoLoco inh
O=C(CN1CCCCC1)N1CCCc2c1c(=O)oc1ccc(OCc3ccccc3)cc21	?	3.2µM*	17%	1%	-14%	2%	4%
Cc1cc(C)nc(NS(=O)(=O)c2ccc(NC(=O)CSc3ncn[nH]3)cc2)n1	8%	-24%	-1%	0%	-6%	5%	4%
CC(=O)c1ccc(NC(=O)COC(=O)c2ccccc2Nc2ccccc2)cc1	-13%	0%[10 µM]	16%	10%	9%	-5%	13%
CN(C)CC(CCC(CN(C)C)C(=O)c1ccccc1)C(=O)c1ccccc1 (configuration not stated)	?	?	·	1%	·	5%	1%
CCOC(=O)C1CCCN(Cc2cn(C)nc2-c2ccc3c(c2)OCCO3)C1 (configuration not stated)	4%[9.22 µM]	15%[10 µM]	7%	-4%	-10%	6%	7%
CCn1c(COc2cccc(C)c2)nnc1SCC(=O)CC(=O)Nc1ccccc1OC	27%[9.22 µM]	4%[10 µM]	0%[38.3 µM]	-23%	-8%	-1%	14%
Cc1cc(C2=NNC(=NC3CC3)SC2)c(C)n1Cc1ccco1	?	-11%[10 µM]	19%	20%	0%	-7%	20%
CSCCC(NS(=O)(=O)c1ccc(C)c(C(=O)O)c1)C(=O)O (configuration not stated)	23%	-28%	-5%	7%	4%	-3%	6%
O=C(CSc1n[nH]c(=O)n1C1CC1)NCc1ccccc1Cl	1%	-3%	-5%	8%	1%	-5%	3%
Cc1ccc(SCCC(=O)NC(C)C)cc1	-27%	4%[10 µM]	-4%	-5%	-1%	-9%	-6%
O=C1CSc2ccc(C(=O)NCCC3=CCCCC3)cc2N1	1%	4%	-23%[38.3 µM]	5%	-5%	-10%	3%
NC(=O)Oc1cccc(OC(N)=O)c1	5%[9.22 µM]	20%[10 µM]	·	2%	-5%	-1%	4%
CCn1c(Cc2ccccc2)nnc1SCC(=O)Nc1nc2ccccc2s1	-11%	-3%[0.074 µM]	?	-5%	-4%	-9%	3%
CO/N=C/c1ccc(N2CCN(C(=O)c3cccc(Cl)c3)CC2)c([N+](=O)[O-])c1	?	-35%	28%[38.3 µM]	3%	1%	5%	-2%
O=C(COc1cccc2c1CCN(Cc1ccc(Br)cc1)C2=O)N1CCOCC1	21%	-35%[inhibitor]	-4%	4%	-3%	·	3%
CCCCC#Cc1nc(N)c2ncn([C@@H]3O[C@H](C(=O)NCC)[C@@H](O)[C@H]3O)c2n1	·	·	5%	·	·	-17%	14%
O=C(Nc1nccs1)c1cc(-c2ccccc2)nc2ccccc12	-16%	·	-5%	-7%	4%	-2%	3%
CCn1ncc(Br)c1C(=O)Nc1nccs1	-16%	-1%[10 µM]	13%[38.3 µM]	11%	3%	-4%	5%
C=CCN1CC(C(=O)N2CCC(Cc3ccc(Cl)cc3)(C(=O)OCC)CC2)CC1=O (configuration not stated)	5%[9.22 µM]	0%[10 µM]	·	4%	·	-4%	-5%
CCCNC(=O)Cn1c(=O)oc2ccccc21	9%	4%	4%[38.3 µM]	7%	-3%	-22%	16%
CCCCCc1ccc(OCCC[n+]2ccccc2)c(CCCCC)c1	3.2µM*	-96%[inhibitor][10 µM]	·	8%	·	-4%	8%
CC(C)C(CO)NC(=O)CC(=O)NC(CO)C(C)C (configuration not stated)	6%	2%[10 µM]	-5%[38.3 µM]	6%	5%	-4%	-1%
C=CC(=O)CC	·	5%	2%	·	·	7%	-5%
COc1ccc(S(=O)(=O)N2CCN(CC(=O)Nc3cc(OC)cc(OC)c3)CC2)cc1	-6%	-11%	-4%[38.3 µM]	-1%	?	0%	-1%
O=C1CC(N2CCN(Cc3ccccc3)CC2)C(=O)N1CCc1ccccc1 (configuration not stated)	4%[9.22 µM]	1%	10%[38.3 µM]	9%	-2%	-2%	3%
CCCCC(=O)NC(c1ccc(OC)c(OC)c1)c1c(O)ccc2ccccc12 (configuration not stated)	-25%	-11%	·	-6%	-28%	4%	·
COc1ccc(CCNC(=O)C(C)c2ccc([N+](=O)[O-])cc2)cc1 (configuration not stated)	-1%	·	13%	17%	3%	-3%	3%
Cc1nn(Cc2ccccc2Cl)c(C)c1NC(=O)Cn1nc([N+](=O)[O-])c(Cl)c1C	7%	-14%	14%[38.3 µM]	7%	-3%	-14%	7%
COc1ccc(NC(=O)C2CCN(S(C)(=O)=O)CC2)cc1	?	15%	7%[38.3 µM]	4%	-2%	-4%	-17%
COc1ccc(-c2[nH]ncc2CN(C)C(C)c2cccs2)c(F)c1 (configuration not stated)	-7%	-22%	2%	-12%	-5%	-9%	3%
CC(=O)Nc1ccc(NC(=O)C(C)OC(=O)C2(c3ccc(Cl)cc3)CCCC2)cc1 (configuration not stated)	3%	7%[10 µM]	·	1%	-11%	-2%	·
Cc1nn(CC2CC2)c(=O)n1-c1ccccc1	1%	-4%	2%	1%	8%	·	-3%
Cc1noc(C(=O)Nc2c(C)nn(Cc3ccccc3)c2C)c1Cl	-1%	-8%	-2%[38.3 µM]	5%	0%	-2%	10%
N#C/C(=C/c1ccc([N+](=O)[O-])cc1)C(N)=O	19%	-7%	-1%	-5%	-2%	2%	9%
O=C(Nc1ccc2c(c1)OCCO2)c1cnc2n(c1=O)CCS2	-18%	32%[10 µM]	-1%	10%	1%	-4%	-2%
CC1(C)C(OC(=O)CCC(=O)O)CC[C@]2(C)C1CC[C@@]1(C)C2C(=O)C=C2[C@@H]3C[C@@](C)(C(=O)O)CC[C@]3(C)CCC21C (some centres not stated)	·	16%	-12%	·	·	8%	4%
CCOC(=O)c1nc(Nc2ccc(C(=O)OC)cc2)c2ccccc2n1	5%	-12%	-6%[38.3 µM]	-6%[76.3 µM]	?	-15%	14%
CC1CN(C(=O)CCc2ccccc2)C(C)CN1C(=O)CCc1ccccc1 (configuration not stated)	1%	4%	-8%[38.3 µM]	3%	4%	2%	2%
CS(=O)(=O)c1cccc(NC(=O)C2CC2)c1	6%	3%	17%	-7%	-4%	-3%	0%
Cc1ccc(C)c(OCC(=O)N2CCN(C(=O)c3ccco3)CC2)c1	3%	-4%[10 µM]	8%	-4%	-5%	11%	-5%

3 entries from above, arranged by SMILES length, largest number first.
SMILES	HttQ103 aggreg	HTT ATP protect	IMPase Li inh	GAA glycogen mod	GAA inhib	aGlu spleen mod	RGS12 GoLoco inh
CC(=O)Nc1ccc(NC(=O)C(C)OC(=O)C2(c3ccc(Cl)cc3)CCCC2)cc1 (configuration not stated)	3%	7%[10 µM]	·	1%	-11%	-2%	·
CC1CN(C(=O)CCc2ccccc2)C(C)CN1C(=O)CCc1ccccc1 (configuration not stated)	1%	4%	-8%[38.3 µM]	3%	4%	2%	2%
Cc1ccc(C)c(OCC(=O)N2CCN(C(=O)c3ccco3)CC2)c1	3%	-4%[10 µM]	8%	-4%	-5%	11%	-5%

(next part)
SMILES	HttQ103 aggreg	HTT ATP protect	IMPase Li inh	GAA glycogen mod	GAA inhib	aGlu spleen mod	RGS12 GoLoco inh
Cc1cc(C)n2[nH]c(=O)c(N=Nc3cccc(C(F)(F)F)c3)c2n1	-23%	5%	43%[activator][38.3 µM]	-1%	?	-5%	6%
CCN(CC)CCC(c1cc(OC)c(OC)c(OC)c1)c1c(OC)cc(OC)c2c(C)cc(=O)oc12 (configuration not stated)	?	4%[10 µM]	·	-6%	·	-19%&3%	1%
CC(=O)Nc1ccc2sccc2c1	-9%	-32%[inhibitor]	-16%	5%	6%	·	-1%
COc1ccc(N2C(=O)C3C(c4ccc(C(=O)O)cc4)NC(Cc4ccccc4)(C(=O)O)C3C2=O)c([N+](=O)[O-])c1 (configuration not stated)	6%	-9%[10 µM]	0%	-5%	1%	-4%	-19%
CN(Cc1cccs1)CC(O)COCc1ccco1 (configuration not stated)	?	8%[10 µM]	5%[38.3 µM]	1%	-3%	-3%	-6%
O=C(Oc1cccc(OC(=O)N2CCCCC2)c1)N1CCCCC1	0%[9.22 µM]	12%[10 µM]	1%	-11%	13%	1%	6%
O=C(Nc1ccc(CN2CCCCC2)cc1)Nc1ccccc1Cl	-2%[9.22 µM]	-48%	7%	1%	-7%	-1%	14%
CN(C)CCNC(=O)c1scc2c1CCCC2	-30%[9.22 µM]	0%[10 µM]	·	8%	·	6%	-8%
CCOC(=O)c1c(C)n(CC(O)CN(C)C)c2cc(Br)c(OC)cc12 (configuration not stated)	6%	-28%	4%	11%	6%	0%	10%
O=C(NNC(=O)c1ccccc1-n1cccc1)c1ccc(F)cc1	0%	?	-6%	-9%	1%	·	14%
CC(NC(=O)/C(C#N)=C/c1cn[nH]c1-c1ccccc1)c1ccccc1 (configuration not stated)	?	-43%[inhibitor]	8%[38.3 µM]	-19%	-4%	3%	-15%
CC(Oc1ccccc1)c1ccnn1S(C)(=O)=O (configuration not stated)	0%	0%	25%[38.3 µM]	2%	2%	-4%	7%
CCC(=O)Nc1cccc(C2=NOC3(C2)C[C@@H](C(N)=O)N(C(=O)CC)C3)c1 (some centres not stated)	16%[9.22 µM]	-6%[10 µM]	·	-10%	·	-6%	1%
Cc1nnc(-c2cnn(C)c2N)n1CCCN1CCOCC1	-1%	5%[10 µM]	-4%	2%	1%	3%	1%
Cc1cccc(NC(=O)CSc2nc3nc(C)cc(C)c3c(=O)[nH]2)c1	-11%	-21%	-14%[38.3 µM]	-1%	-2%	-12%	6%
CC[C@@H]1C(c2cccc(Cl)c2)=NN(c2ccc(Br)cc2)[C@H]1C(=O)N1CCOC1=O	·	-62%[inhibitor]	-16%	·	·	4%	-2%
Cc1ccccc1C(=O)NNC(=O)CSc1nc(-c2ccccc2)cc(=O)[nH]1	-5%	-96%[inhibitor]	-1%	1%	0%	4%	3%
Cc1cccc(NC(=O)c2n[nH]c([N+](=O)[O-])c2Br)c1C	?	·	9%	5%	1%	-1%	6%
O=C(COc1cccc2c1CCN(Cc1ccc(Br)cc1)C2=O)NCc1ccco1	?	20%[10 µM]	18%	-4%	-1%	0%	-9%
CCn1c(C)nc2cc(S(=O)(=O)N3CCCC3)ccc21	-21%	-18%	19%[38.3 µM]	2%	-8%	0%	20%
CC(=Nc1ccccc1C)C1=C(O)CSC1=O	5%	-8%	19%[38.3 µM]	-1%	7%	5%	-7%
COc1ccc(C2(C(=O)NC3CCCCC3)CCOCC2)cc1OC	-11%	9%	18%[38.3 µM]	5%	-4%	3%	-3%
C=CCn1c(SCC(=O)Nc2sccc2C(N)=O)nc2sc(CC)cc2c1=O	-20%	-22%	32%[activator][38.3 µM]	1%	?	0%	26%
COc1ccc(OCc2nnc(NC(=O)Nc3ccc(F)cc3)s2)cc1	-6%[9.22 µM]	20%[10 µM]	5%	0%	3%	1%	7%

Assay outcomes as filed in PubChem.

This is a subset; count on the stated rates, not on these rows.
